Eya2 inh: inhibitors of human Eya2 phosphatase activity; AID 488837; actives 0.006% (n = 330,000); Potency, µM (series often up to 76.9 µM), without a hit: top-dose activity, negative = inhibition, most hits filed as inhibitors; O00167; recombinant Eya2, OMFP fluorescence dephosphorylation (OMFP is methylfluorescein phosphate); note: potency is the fitted concentration of half-maximal effect; % is set by controls: 0 for no effect and ±100 for the full control effect
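Eya2 (0.2 uM) preincubated 10 min at ambient with compound, then OMFP substrate added at 50 uM; 10 min reaction in 50 mM HEPES pH 7.5, 50 mM NaCl, 5 uM MgCl2, 0.05% BSA, 1 mM DTT. Fluorescence read at Ex 485/Em 525 nm.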
USP2a block: inhibitors of human ubiquitin-specific protease USP2a | O75604 | USP2 core, Ub-CHOP2 coupled fluorogenic reporter, 485/531 | Potency, µM (titrated, usually from 38.3 µM), inactives show at the top dose activity change, negative = inhibition, actives largely listed as inhibitors | actives 0.01% (n = 330,000);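 note: potency is the fitted concentration of half-maximal effect; plate controls were DMSO wells for no effect and full inhibition by NEM control for full effect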
Target sequence (O75604 whole entry, looked up): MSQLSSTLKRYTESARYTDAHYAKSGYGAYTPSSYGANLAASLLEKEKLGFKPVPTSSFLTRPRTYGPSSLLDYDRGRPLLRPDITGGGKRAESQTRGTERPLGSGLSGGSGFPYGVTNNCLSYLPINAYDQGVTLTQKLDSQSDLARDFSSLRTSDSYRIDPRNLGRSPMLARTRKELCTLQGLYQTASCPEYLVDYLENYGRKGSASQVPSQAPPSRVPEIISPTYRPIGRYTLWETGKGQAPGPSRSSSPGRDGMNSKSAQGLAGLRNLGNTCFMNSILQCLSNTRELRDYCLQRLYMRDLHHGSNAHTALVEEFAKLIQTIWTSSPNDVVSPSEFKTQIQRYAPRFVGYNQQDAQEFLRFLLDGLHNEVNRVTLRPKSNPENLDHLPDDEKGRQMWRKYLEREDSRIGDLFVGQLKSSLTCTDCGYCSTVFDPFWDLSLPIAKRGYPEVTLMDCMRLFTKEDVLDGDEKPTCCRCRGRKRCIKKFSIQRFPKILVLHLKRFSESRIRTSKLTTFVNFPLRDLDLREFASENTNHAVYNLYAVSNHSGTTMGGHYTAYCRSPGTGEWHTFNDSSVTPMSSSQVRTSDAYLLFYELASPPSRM
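USP2 core (10nM final) preincubated 30min RT with compound in 20mM Tris-HCl pH 8.0, 2mM CaCl2, 2mM beta-mercaptoethanol, 0.05% CHAPS; 25nM Ub-CHOP2 plus 25nM reporter substrate added, fluorescence (Ex485/Em531) read after 60min.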
ELG1 genotoxic: inducers of genotoxicity in HEK293T ELG1-luciferase cells | HEK293T ELG1-luciferase reporter, luminescence, 16 h | Potency, µM (doses to about 46 µM), for inactives: at the top dose activity change, positive = activation, usual class: activators | AID 504466 | actives 1.3% (n = 330,000); note: potency is the fitted concentration of half-maximal effect; % of control where 0% means no effect; nearly all actives have a fitted effect of over 60% in size
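Quantitative HTS format in 1536-well plates. HEK293T ELG1-luciferase reporter cells receive test compound and are incubated 16 hr at 37 °C, 5% CO2; ONE-Glo added, 30 min room temperature, then luminescence read.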
B2AR arrestin: beta2AR (human) beta-arrestin recruitment activity; beta-arrestin recruitment to beta2AR, cell-based reporter; Potency, µM (highest dose often 46.1 µM), for the others: top-dose activation, usual class: activators; actives 0.02% (n = 330,000); AID 492947;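 note: potency is the fitted concentration of half-maximal effect; 0% = DMSO controls and full agonism = EC100 isoproterenol or metaproterenol; nearly all actives have a fitted effect of over 65% in size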
TSG101-PTAP inh: blocks PTAP/TSG101 interaction to inhibit HIV-1 budding. Q99816. Fluorescence polarization, FITC-PTAP peptide / Tsg101 binding. Potency, µM (series often up to 115 µM), inactives show top-dose activity change, negative = inhibition, hits mostly inhibitors. 340,000 tested, under 10 active. AID 493005; active = well fitted inhibition curve with a large enough effect in the main read-out, with a control signal flat, not every such curve was filed as active; inconclusive = small, poorly fitted or top-dose-only effect, or effect the other way, or a change in a side signal; inactive = no such curve, though single readings can be large or run the other way; note: potency is the fitted concentration of half-maximal effect; % of control where 0% means no effect
Target sequence (Q99816 whole entry, looked up): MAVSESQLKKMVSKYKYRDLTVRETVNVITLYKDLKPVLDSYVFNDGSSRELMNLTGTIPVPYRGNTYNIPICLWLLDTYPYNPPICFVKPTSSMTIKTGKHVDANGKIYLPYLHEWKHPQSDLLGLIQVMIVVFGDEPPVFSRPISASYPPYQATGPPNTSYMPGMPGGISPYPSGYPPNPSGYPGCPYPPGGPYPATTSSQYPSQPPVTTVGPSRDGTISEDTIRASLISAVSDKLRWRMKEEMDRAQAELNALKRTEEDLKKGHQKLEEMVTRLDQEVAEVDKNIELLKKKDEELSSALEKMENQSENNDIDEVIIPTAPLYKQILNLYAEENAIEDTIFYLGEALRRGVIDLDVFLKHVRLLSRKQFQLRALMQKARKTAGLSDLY
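Steps: Tsg101 binding domain dispensed (10 uM final), compounds pinned in DMSO, FITC-labeled PTAP-motif peptide added (50 nM final); after 20 min binding at room temperature, polarization measured.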
BRCA1 expr up: BRCA1 expression activation; MCF7-BRCA1-FFLuc reporter, luminescence, 48 h; response scale: scaled: vehicle 0%, 10 µM genistein 100%; Potency, µM (top dose mostly 46.1 µM), inactives show top-dose activation, hits mostly activators; actives 1.1% (n = 380,000); note: potency is the fitted concentration of half-maximal effect; nearly all actives have a fitted effect of over 80% in size; some results filed as inactive show a strong effect at the top dose
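Using MCF7 cells harboring a BRCA1 firefly luciferase reporter, plated 2 h before compound pinning, the screen measured luminescence after 48 h incubation. Responses were normalized to DMSO and 10 microM genistein, then fitted for concentration-effect.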
TRPV1 agonist: agonists of human vanilloid receptor 1 (TRPV1) | TRPV1-expressing cells, Fluo-8 calcium influx, agonist mode | activation, % at 8.33 µM | actives 0.19% (n = 320,000); in the data active = activation above about 80%; inconclusive = between about 30% and that limit; note: 0% is about no effect
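Fluo-8 calcium influx in TRPV1-expressing cells, kinetic read (ex 480/em 520 nm). Compound added and read 3 min for agonist activity, followed by capsaicin at EC20 final and 2 min further read for enhancement.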
p53 reactivator: re-activators of mutant p53; H1299 p53-A138V BP100-luciferase reporter, luminescence, 24 h; Potency, µM (doses to about 92.2 µM), for inactives: top-dose activity change, positive = activation, hits mostly activators; actives 0.063% (n = 320,000); AID 504706; note: potency is the fitted concentration of half-maximal effect; % of control where 0% means no effect; nearly all actives have a fitted effect of over 45% in size
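p53-null H1299 cells stably carrying temperature-sensitive p53-A138V and a BP100-luciferase reporter were pinned with compounds (4-point, 1:5 series) and held 24 hrs at 37 deg C. Luminescence was read 10 min after detection reagent.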
uPA surface inh: cell surface uPA generation inhibition; actives 0.31% (n = 330,000); Potency, µM (highest dose often 38.3 µM), for the others: top-dose activity change, negative = inhibition, actives largely listed as inhibitors; cell surface uPA generation assay, qHTS; AID 540303; active = well fitted inhibition curve with a large enough effect; inconclusive = small, poorly fitted or top-dose-only effect; inactive = no such curve, though single readings can be large or run the other way; tested in mouse RAW 264.7 cells; note: potency is the fitted concentration of half-maximal effect; % is set by controls: 0 for no effect and ±100 for the full control effect; nearly all actives have a fitted effect of over 55% in size
ASM inhibitor: human S-ASM enzyme inhibition. P17405. placental ASM, HMU-PC fluorogenic substrate, 60 min. Potency, µM (series often up to 57.5 µM), inactives show at the top dose activity change, negative = inhibition, actives largely listed as inhibitors. actives 0.006% (n = 340,000). AID 504937; note: potency is the fitted concentration of half-maximal effect
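Steps: dispense placental human ASM, pin compound, wait 10 min at room temperature, add HMU-PC0 substrate at 9 uM final, incubate 60 min at 37 °C, add stop solution raising pH to 10, read fluorescence.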
Integrin act MD: activators of alpha7 integrin expression for muscular dystrophy. alpha7betagal myoblasts, beta-gal FDG fluorescence, 48 h. Potency, µM (series often up to 38.3 µM), without a hit: at the top dose activation, actives largely listed as activators. actives 0.064% (n = 350,000). AID 624291;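 note: potency is the fitted concentration of half-maximal effect; 100% = response of the positive control SU9516; nearly all actives have a fitted effect of over 60% in size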
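alpha7betagal+/- myoblasts (passage 13, 250/well) treated 48 h at 37C with compounds at 1:260 dilution of DMSO stock. Lysed, then beta-galactosidase activity read as FDG fluorescence (ex 480/em 540) after 30 min, with pre-read for autofluorescence.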
An asterisk follows results filed as active; ? = inconclusive; . = no result given; [ ] = another dose, or the depositor's remark. Unless noted, calls come from the whole dose curve; as a rule, active = well fitted curve in the direction sought with a large enough effect; inconclusive = small, poorly fitted or top-dose-only effect, or another doubt; inactive = no such curve, though single readings can be large; an effect the other way counts as inactive or inconclusive.

SMILES	Eya2 inh	USP2a block	ELG1 genotoxic	B2AR arrestin	TSG101-PTAP inh	BRCA1 expr up	TRPV1 agonist	p53 reactivator	uPA surface inh	ASM inhibitor	Integrin act MD
CN(C)S(=O)(=O)c1cccc(-c2cn3cccnc3n2)c1	-2%	1%	-2%	-0.6%	-2%	22%	-1	-3%	1%	285%[activator]	3%
Cc1ccc(C(=O)OCC(=O)Nc2cc(C(C)(C)C)nn2-c2ccccc2)c(O)c1	-12%	1%	-10%	-0.1%	-2%	-46%	17	-1%	-20%	.	-12%
CCOC(=O)C(NC(=O)c1ccccc1Cl)(Nc1ccc(C(F)(F)F)cc1)C(F)(F)F (stereo not drawn)	-4%	1%	0%	-0.1%	1%	-7%	6	4%	1%	1%	24%
COC(=O)c1ccccc1NC(=O)CCCn1nc([N+](=O)[O-])cc1C	10%	10%	0%	0.0%	0%	-27%	2	3%	1%	0%	9%
COc1ccc(NC(=O)c2cc(C(=O)Nc3ccc(OC)cc3OC)cc([N+](=O)[O-])c2)c(OC)c1	0%	2%	-3%	-0.3%	-3%	16%	-3	3%	-25%	2%	14%
COc1ccccc1CN(Cc1cc2c(C)ccc(C)c2[nH]c1=O)Cc1nnnn1Cc1ccco1	-1%	-1%	-34%[inhibitor]	-0.1%	-3%	-66%	1	-11%	5%	-4%	43%
CC(=O)/C(=N/Nc1ccc(Br)cc1)Sc1cccc2cccnc12	3%	3%	-3%	-0.4%	-2%	-42%	1	?	-2%	-22%	16%
Cc1cccc(N2CC(C(=O)Nc3ccc(S(=O)(=O)N4CCOCC4)cc3)CC2=O)c1C (stereo not drawn)	4%	1%	-1%	0.3%	-12%	7%	1	-3%	-4%	-1%	11%
CC1(C)Cc2cccc(OCC(=O)OCC(=O)c3ccccc3)c2O1	-9%	0%	-4%	-1.6%	-3%	-13%	21	-5%	20%	-2%	12%
CC(=O)NC(Cc1ccccc1C)C(=O)NC1CCN(C(=O)NCc2ccccc2)CC1 (stereo not drawn)	-2%	3%	3%	-0.8%	-3%	-4%	0	3%	3%	3%	13%

Five records picked at random from the list so far:
SMILES	Eya2 inh	USP2a block	ELG1 genotoxic	B2AR arrestin	TSG101-PTAP inh	BRCA1 expr up	TRPV1 agonist	p53 reactivator	uPA surface inh	ASM inhibitor	Integrin act MD
COc1ccccc1CN(Cc1cc2c(C)ccc(C)c2[nH]c1=O)Cc1nnnn1Cc1ccco1	-1%	-1%	-34%[inhibitor]	-0.1%	-3%	-66%	1	-11%	5%	-4%	43%
CC(=O)/C(=N/Nc1ccc(Br)cc1)Sc1cccc2cccnc12	3%	3%	-3%	-0.4%	-2%	-42%	1	?	-2%	-22%	16%
CCOC(=O)C(NC(=O)c1ccccc1Cl)(Nc1ccc(C(F)(F)F)cc1)C(F)(F)F (stereo not drawn)	-4%	1%	0%	-0.1%	1%	-7%	6	4%	1%	1%	24%
CC(=O)NC(Cc1ccccc1C)C(=O)NC1CCN(C(=O)NCc2ccccc2)CC1 (stereo not drawn)	-2%	3%	3%	-0.8%	-3%	-4%	0	3%	3%	3%	13%
CN(C)S(=O)(=O)c1cccc(-c2cn3cccnc3n2)c1	-2%	1%	-2%	-0.6%	-2%	22%	-1	-3%	1%	285%[activator]	3%

Following part:
SMILES	Eya2 inh	USP2a block	ELG1 genotoxic	B2AR arrestin	TSG101-PTAP inh	BRCA1 expr up	TRPV1 agonist	p53 reactivator	uPA surface inh	ASM inhibitor	Integrin act MD
CC(C)C(=O)Nc1cccc(-c2csc(-c3ccccc3)n2)c1	-11%	-8%	-1%	0.1%	-1%	69%	?	?	-3%	-10%	-12%
COc1ccc2c(c1)CC/C(=C\C=C\c1ccccc1OC)C2=O	5%	-1%	9%	-0.1%	-4%	11µM*	?	?	-4%	11%	-33%
COc1ccc(C2/C=C\CN(C(=O)Nc3ccccc3)CC(=O)N2Cc2ccc(F)cc2)cc1 (stereo not drawn)	-5%	5%	-2%	-0.6%	0%	1%	19	-2%	2%	-7%	1%
COc1ccc(C2OCC3(O)C(c4ccc(OC)c(OC)c4)OCC23)cc1OC (stereo not drawn)	13%	-10%	-3%	7.5%	-2%	7%	-5	-2%	-6%	1%	-22%
O=C(COC(=O)/C=C/c1ccc(F)cc1)NCC1CCCO1 (stereo not drawn)	-8%	3%	0%	-0.5%	1%	6%	.	-4%	-15%	-3%	3%
CC1CC(C)(C)CC2(C1)NC(=O)N(CC(=O)Nc1c(F)cccc1F)C2=O (stereo not drawn)	-14%	1%	0%	-0.7%	-6%	-11%	-1	1%	9%	0%	34%
CC1CCCC(C)N1C(=O)Nc1cccc(Cl)c1 (stereo not drawn)	26%	0%	-1%	-0.2%	0%	-1%	-1	2%	6%	3%	14%
Cc1cccnc1NS(=O)(=O)c1cccc([N+](=O)[O-])c1	-1%	1%	-3%	-2.0%	1%	0%	-7	6%	3%	0%	5%
COc1ccc(N2CCC(CNC(=S)Nc3c(C)cccc3C)C2)cc1 (stereo not drawn)	8%	-18%	-3%	0.1%	-2%	-23%	1	1%	2%	-8%	10%
CN1CCC(OC(=O)COc2ccccc2)CC1	6%	3%	-1%	-0.6%	-8%	-16%	0	-2%	2%	-2%	0%
O=C(CN1CCNCC1)Nc1ccc(Oc2ccccc2)cc1	12%	4%	-4%	-0.3%	-1%	-20%	8	-3%	.	2%	-29%
CC(C)(CNC(=O)/C=C/c1ccc(F)cc1)CNC(=O)/C=C/c1ccc(F)cc1	-6%	4%	-9%	0.1%	-5%	23%	3	-9%	-9%	-3%	3%
CC(C)(C)C1(c2ccccc2)NC(=O)N(CC(=O)N2CCOCC2)C1=O (stereo not drawn)	.	.	.	.	-5%	-4%[1.84 µM]	0	.	1%	-4%	-18%
O=C(C1=C[C@@H]2[C@H]3C(=O)N(c4ccccc4)C(=O)[C@H]3[C@@H](C(=O)c3ccc(Cl)cc3)N2C=C1)c1ccccc1	4%	-1%	-1%	2.6%	.	.	-1	17%	.	.	.
CCOC(=O)c1c(C)[nH]c(C)c1C(=O)COC(=O)c1cc2ccccc2cc1OC	-24%	1%	-2%	4.1%	1%	-28%	3	-13%	3%	29%	-32%
COc1ccc(S(=O)(=O)N2CCCCC2)cc1NC(=O)Cc1cccc(C(F)(F)F)c1	20%	0%	-3%	-0.1%	-1%	0%	1	11%	9%	.	17%
COc1nc2c(C)cccc2cc1-c1noc(-c2ccco2)n1	3%	1%	?	-0.3%	7%	-66%	16	?	3%	-1%	9%
CN1CCN(CC(O)(c2ccc(Cl)cc2)c2ccc(Cl)cc2)CC1	-30%	2%	-5%	-0.3%	-5%	-24%	3	18%	4%	1%	-68%[inhibitor]
CC(C)[C@@H](COc1ccccc1)N1CCN(Cc2ccccc2)CCC1=O	-14%	0%	0%	0.6%	-2%	-17%	6	7%	-4%	-2%	-10%
Cc1ccc(-c2nnn(CC(=O)N(CCCO)C(C(=O)NC3CCCC3)c3ccc(F)cc3)n2)o1 (stereo not drawn)	4%	0%	2%	-0.9%	-5%	0%	-1	-5%	-4%	-1%	8%
O=C(CCn1[nH]c(=O)c2ccccc2c1=O)N1CCOCC1	12%	-2%	4%	-1.4%	-3%	0%	-7	5%	7%	4%	16%
O=C(CN(Cc1ccccc1)C(=O)CCl)c1cccc(Br)c1	-19%	1%	-29%	-0.4%	-5%	0%	?	-18%	?	-3%	-47%[inhibitor]
COc1ccc(C(=O)Nn2c(SCC(=O)NC3CCCCC3)nc3ccccc3c2=O)cc1	12%	-2%	?	0.1%	-5%	-49%	?	-3%	.	-4%	-13%

Screens as filed in PubChem.
